ABHD5 PLIN5 PPI – ABHD5-PLIN5 interaction inhibitors, primary screen, cell lysate, split luciferase complementation, luminescence. Split G. princeps luciferase complementation, 4 h. inhibition, % at 4 µM. hit rate 0.78% among 360,000;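 active = inhibition above the mean inhibition across every tested compound plus 3 SD, cut at about 22% in these data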;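 note: 0% = DMSO only wells and the 100% control is not disclosed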
Target sequence (Q00G26 whole entry, looked up): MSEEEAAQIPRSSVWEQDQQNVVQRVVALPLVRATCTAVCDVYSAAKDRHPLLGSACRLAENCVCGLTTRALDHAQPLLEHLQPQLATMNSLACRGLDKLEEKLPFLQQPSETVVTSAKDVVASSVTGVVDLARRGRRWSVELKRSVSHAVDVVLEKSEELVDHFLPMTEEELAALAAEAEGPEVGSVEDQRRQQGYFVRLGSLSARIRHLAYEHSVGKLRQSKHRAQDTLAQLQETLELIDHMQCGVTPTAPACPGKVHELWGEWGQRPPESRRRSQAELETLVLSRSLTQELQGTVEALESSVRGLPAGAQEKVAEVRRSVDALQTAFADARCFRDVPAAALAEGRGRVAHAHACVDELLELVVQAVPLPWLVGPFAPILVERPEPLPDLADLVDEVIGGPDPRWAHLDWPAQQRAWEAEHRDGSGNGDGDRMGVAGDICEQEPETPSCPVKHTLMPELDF
Target sequence (Q8WTS1 whole entry, looked up): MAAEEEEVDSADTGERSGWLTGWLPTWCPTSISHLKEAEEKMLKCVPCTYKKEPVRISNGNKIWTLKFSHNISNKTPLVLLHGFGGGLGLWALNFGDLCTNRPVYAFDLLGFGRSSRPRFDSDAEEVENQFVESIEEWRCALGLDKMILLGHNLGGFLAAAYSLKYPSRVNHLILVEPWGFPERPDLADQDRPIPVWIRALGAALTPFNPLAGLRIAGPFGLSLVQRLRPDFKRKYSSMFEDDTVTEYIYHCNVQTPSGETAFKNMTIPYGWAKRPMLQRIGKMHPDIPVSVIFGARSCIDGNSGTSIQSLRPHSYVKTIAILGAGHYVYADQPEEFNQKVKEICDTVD
ABCB6 inh MLPCN – ABCB6 transporter inhibitors, primary screen, K562-ABCB6 cells, flow cytometry, MLPCN library; ATP-binding cassette sub-family B member 6 (Homo sapiens), Q9NP58; K562-ABCB6 porphyrin accumulation, 1 h; stronger effect = lower value; fluorescence ratio to DMSO, % at 10 µM; hit rate 0.19% among 360,000;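 active = fluorescence ratio to DMSO below 75%, the collection mean minus 3 SD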;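 note: signal is porphyrin accumulated inside mitochondria; 100% equals median channel fluorescence of DMSO control wells; lower ratio means ABCB6 inhibition with less porphyrin fluorescence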
HTR2A ag – mouse Htr2a agonists via beta-arrestin recruitment, primary screen, cell-based, luminescence | hit rate 0.66% among 360,000 | activation, % at 7.6 µM | CHO-K1 mHTR2A beta-arrestin complementation; percent of 30 µM serotonin response | 5-hydroxytryptamine receptor 2A (Mus musculus), P35363;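 active = activation above a run cutoff, the mean activation of all tested compounds plus 3 SD, cut at about 14% in these data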;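 note: 0% = plate median of compound wells and 100% = 30 µM serotonin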
iPSC survival up – enhancers of single-cell hiPSC survival, primary screen, ATPlite luminescence; 100% = ROCK inhibitor wells, 0% = DMSO; survival enhancement, % at 20 µM; hit rate 0.044% among 360,000; AID 602274, 2012; in the data active = survival enhancement above about 18%;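 note: cells exposed to compounds for 16 hours before the ATP read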
Exocytosis inh – LAMP-1 surface exposure blockers, TALL-104 cells – cell-based, flow cytometry, MLPCN library, primary screen; inhibition, % at 10 µM; hit rate 0.66% among 360,000; TALL-104 LAMP-1 surface exposure; cells stimulated with thapsigargin and PMA;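 active = inhibition above about 55%, limit read from the data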
MC4R ag barr – MC4R agonists recruiting beta-arrestin, primary screen, cell-based, luminescence, agonist arm of biased-ligand search; Melanocortin receptor 4 (Homo sapiens), P32245; U2OS MC4R beta-arrestin complementation; percent of melanotan II response, DMSO zero; activation, % at 8.9 µM; hit rate 0.98% among 360,000;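 active = activation above a per-plate cutoff, the mean activation of sample wells on that plate plus 3 SD, cut at about 8% in these data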
Cardio protect – cardioprotection against H2O2-induced cell death, primary screen, uHTS, H9c2 cells, ATPLite luminescence; hit rate 0.63% among 360,000; protection from H2O2 cell death, % at 20 µM; AID 588492, 2011; H9c2 cardiomyocytes, H2O2 injury protection, 2 h;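 active = compounds giving at least 50% protection of heart cells from peroxide-induced death in the single-dose screen, raw or plate-pattern-corrected value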;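 note: 0% = DMSO wells with peroxide and 100% = DMSO wells without peroxide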
Glyco luc inh – increase of ERlucT glycosylation luciferase signal, primary screen, N-linked glycosylation inhibitor project, D54 ERlucT cells, luminescence, set 2; D54 ERlucT glycosylation luciferase reporter, 24 h; percent of 100 nM tunicamycin response; reporter increase, % at 12.5 µM; hit rate 0.23% among 360,000;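 active = mean luciferase reporter signal, scaled so untreated is 0 and the glycosylation-blocking control 100, at or above a set limit in every replicate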;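 note: luciferase carries N-glycosylation sites so blocking glycosylation raises the light; 0% = median of neutral control wells and 100% = median of 100 nM tunicamycin wells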
aDG glyco act – activators of alpha-DG glycosylation, primary screen, uHTS, Pro5-aDG cells, AlphaScreen; alpha-DG glycosylation AlphaScreen (IIH6); 0% Pro5, 100% B10-LARGE cell signal; activation, % at 10 µM; hit rate 0.22% among 360,000;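 active = activation of at least 8% versus controls, or a plate z-score of at least 8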;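 note: Pro5 are CHO cells carrying HIG-tagged alpha-DG that lacks glycosylation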
MC4R antag cAMP – MC4R antagonists of cAMP signaling, primary screen, cell-based, TR-FRET, antagonist arm of biased-ligand search. inhibition, % at 6.5 µM. hit rate 0.48% among 360,000. MC4R-expressing cells, MTII-stimulated cAMP, LANCE TR-FRET;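 active = inhibition above its plate's cutoff, the mean of tested wells on that plate plus 3 SD, cut at about 29% in these data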;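 note: 0% = Melanotan II alone and 100% = Melanotan II plus saturating MCL0020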
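Assay system: U2OS-MC4R stable cell line; Also added: Melanotan II; Technique: Eu-cAMP/anti-cAMP TR-FRET, emission 671 nm; Times: 30-min compound, 1-h challenge, 1-h detection, room temperature.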
Starred values were filed as active, the others as inactive.

| nr | SMILES | ABHD5 PLIN5 PPI | ABCB6 inh MLPCN | HTR2A ag | iPSC survival up | Exocytosis inh | MC4R ag barr | Cardio protect | Glyco luc inh | aDG glyco act | MC4R antag cAMP |
| --- | --- | --- | --- | --- | --- | --- | --- | --- | --- | --- | --- |
| 1 | NC(=O)c1ccsc1NC(=O)COC(=O)c1cnccn1 | 3 | 100 | 4 | 1.0 | 6 | -0.9 | 8 | 1 | 0.1 | 3 |
| 2 | CCOc1ccc(NS(=O)(=O)c2ccc3[nH]cc(C(=O)NCC4CCCO4)c(=O)c3c2)cc1 (stereo unspecified) | -6 | 94 | 0 | -1.0 | 0 | -1.9 | -2 | 0 | -0.3 | -3 |
| 3 | C=CCNC(=O)/C(=C/c1ccco1)NC(=O)c1ccc(Br)o1 | 3 | 95 | 4 | 1.7 | -5 | -0.1 | -1 | 1 | 0.1 | -2 |
| 4 | CN(Cc1cccc(F)c1)C(=O)c1ccc2c(=O)n3c(nc2c1)CCC3 | 4 | 105 | 1 | 0.0 | -2 | -2.7 | 3 | -1 | 0.0 | -1 |
| 5 | CS(=O)(=O)N(CC(=O)NCc1ccc2c(c1)OCO2)c1ccc(Cl)cc1 | 0 | 100 | -4 | 0.1 | -1 | -0.3 | 11 | 1 | 0.5 | 1 |
| 6 | CCOC(=O)C1=C(COC(=O)/C=C/c2cccc(Cl)c2)NC(=O)NC1C (stereo unspecified) | 10 | 101 | -8 | 0.2 | 10 | 4.2 | 25 | -2 | 0.1 | 3 |
| 7 | CC(C)OC(=O)c1ccc2nc3ccccc3nc2c1 | -1 | 103 | 3 | -0.5 | -5 | -0.9 | -18 | -10 | 1.3 | -5 |
| 8 | c1ccc(CSc2nnc([C@@H]3CCCN3)o2)cc1 | 2 | 102 | -3 | -1.6 | 22 | -1.5 | 4 | 0 | -0.2 | 8 |
| 9 | NS(=O)(=O)c1ccc(CNC(=O)c2sccc2-c2ccccc2)cc1 | -1 | 97 | -2 | -0.4 | 0 | -4.4 | 3 | -4 | 0.0 | 3 |
| 10 | COc1cc(CNCCC2CCOC(C)(C)C2)ccc1O (stereo unspecified) | 2 | 100 | -5 | 1.4 | -1 | 0.8 | 9 | 0 | 0.3 | 0 |
| 11 | Cc1cc(C#N)c(C)c(SCc2[nH]nc3c2C(c2ccccc2)C(C#N)=C(N)O3)n1 (stereo unspecified) | -3 | 98 | 1 | -0.5 | 2 | 1.1 | -4 | -1 | -0.1 | 31* |
| 12 | CCOc1ccc(-n2ccnc(SCC(=O)Nc3ccc(OC)cc3OC)c2=O)cc1 | -21 | 97 | -4 | -0.2 | -3 | 0.9 | -4 | -3 | 0.4 | 6 |
| 13 | COc1ccccc1Oc1ccc(NC(=O)c2ccccc2C)cc1 | -9 | 99 | -3 | -0.4 | -11 | 0.6 | 4 | -2 | 0.6 | 13 |
| 14 | COc1ccc(NC(=O)C(NC(C)=O)C(=O)Nc2ccc(F)cc2)cc1 (stereo unspecified) | 5 | 97 | 1 | -0.4 | -2 | 2.2 | -8 | -1 | 0.1 | 8 |
| 15 | CC(C)[C@H](NS(=O)(=O)c1ccccc1)C(=O)OCC(=O)NCc1ccc2c(c1)OCO2 | -4 | 99 | -4 | -0.1 | -17 | -2.1 | 0 | 1 | 0.0 | 2 |
| 16 | CN(Cc1ccccn1)Cc1nc(Cc2ccccc2Cl)no1 | -7 | 105 | -2 | -0.8 | 8 | -0.8 | 0 | -1 | 0.3 | 10 |
| 17 | Cc1oc2nc(SCC(=O)N3CCCCC3)nc(N)c2c1C | 1 | 101 | -2 | -1.3 | 1 | -0.3 | -2 | 0 | 0.3 | -3 |
| 18 | Cc1cccc(Cc2nnc(CCC(=O)N(CC3CC3)CC3CCCO3)o2)c1 (stereo unspecified) | 0 | 97 | -4 | 0.0 | -5 | -0.7 | -2 | 0 | 0.1 | 1 |
| 19 | COC(=O)C(C)Sc1snnc1-c1ccccc1 (stereo unspecified) | -5 | 99 | -2 | 7.9 | -1 | -1.8 | 8 | 0 | 0.0 | 7 |
| 20 | c1coc(CNc2nc(N3CCCCC3)nc3ccccc23)c1 | 3 | 120 | -9 | 14 | 27 | -0.2 | -17 | -1 | 0.1 | 3 |
| 21 | Cn1c(=O)n(CC(=O)Nc2cccnc2)c2ccccc21 | -6 | 100 | 5 | 2.3 | -3 | 0.4 | 8 | 0 | -0.1 | -3 |
| 22 | O=C(C1CCN(S(=O)(=O)c2cccnc2)CC1)N1CCN(C2CCCC2)CC1 | 5 | 101 | 13 | -0.5 | 2 | 1.8 | 2 | -1 | 0.1 | -6 |
| 23 | CCc1nnc(NC(=O)CCC(=O)Nc2ccc(OC)cc2OC)s1 | -11 | 89 | 1 | 0.5 | -2 | 0.2 | 16 | 2 | -0.1 | 5 |
| 24 | Cc1ccc(OCC(=O)n2nc(C)cc2C)c(Br)c1 | 2 | 97 | -4 | -0.1 | 20 | 3.0 | 1 | 0 | -0.2 | 3 |
| 25 | CCOCCCN(C)C1CCN(C(=O)c2oc3ccccc3c2NC(=O)Cc2ccc([N+](=O)[O-])cc2)CC1 | 4 | 95 | -9 | -0.4 | 6 | -1.1 | 6 | 0 | 0.5 | 4 |
| 26 | CCNc1c(NCC)c(=O)c1=O | -4 | 99 | 0 | -0.4 | -1 | 0.7 | -5 | 1 | -0.1 | -5 |
| 27 | CN(C(=O)c1cnccn1)c1c(N)n(Cc2ccccc2)c(=O)[nH]c1=O | -2 | 102 | -6 | 0.0 | 2 | 1.3 | -3 | 1 | -0.1 | -2 |
| 28 | CCOC(=O)N1CCC(NC(=O)CS(=O)(=O)Cc2nc(-c3cccc(Cl)c3)oc2C)CC1 | -4 | 94 | 4 | -0.4 | -2 | -2.4 | -5 | 0 | 0.2 | 0 |
| 29 | CC(=O)OCCCNc1cc(Sc2ccc(Cl)cc2)c2nonc2c1[N+](=O)[O-] | -1 | 103 | 2 | -1.2 | 64* | -0.6 | -8 | 0 | -0.4 | -4 |
| 30 | O=C(Nc1ncc2c(n1)-c1ccccc1CC2)c1ccc(F)cc1 | -4 | 93 | -3 | -0.3 | -2 | -1.0 | 4 | 0 | 0.2 | 0 |

The results go on.
| entry | Structure | ABHD5 PLIN5 PPI | ABCB6 inh MLPCN | HTR2A ag | iPSC survival up | Exocytosis inh | MC4R ag barr | Cardio protect | Glyco luc inh | aDG glyco act | MC4R antag cAMP |
| --- | --- | --- | --- | --- | --- | --- | --- | --- | --- | --- | --- |
| 31 | COc1ccc(CCN=C(N)C(C)c2ccccc2)cc1OC (stereo unspecified) | -2 | 97 | -3 | -0.4 | -4 | -1.7 | -2 | 3 | 0.5 | 11 |
| 32 | CC1CN(Cc2cnc(Cl)s2)CC(C)O1 (stereo unspecified) | -5 | 106 | 3 | -0.3 | 0 | -1.9 | 4 | 3 | -0.3 | 6 |
| 33 | CC(=O)c1ccc(Nc2ccc(-c3ccccc3F)nn2)cc1 | 11 | 97 | -1 | -0.3 | 6 | 3.0 | -13 | -9 | 1.9 | -10 |
| 34 | CCC(C)c1ccc(C(C)NC(=S)NC2CCCCC2)cc1 (stereo unspecified) | -1 | 98 | -8 | -0.4 | 4 | 0.7 | -16 | -8 | 3.1 | 6 |
| 35 | CN(C)c1ncc(S(=O)(=O)c2ccccc2)c(N)n1 | 3 | 97 | 5 | 0.5 | 5 | -2.1 | -8 | 0 | 0.1 | 0 |
| 36 | COc1ccccc1NS(=O)(=O)c1cccc(C(=O)NC2CCN(Cc3ccccc3)CC2)c1 | 3 | 90 | -14 | 0.0 | 7 | -1.9 | -6 | -2 | 1.3 | 5 |
| 37 | O=C(CSc1nnc(-c2ccccc2)c2ccccc12)NCCN1C(=O)CSC1=O | 1 | 101 | -5 | 0.5 | 0 | -1.1 | 4 | -4 | 0.4 | -1 |
| 38 | CCNc1nc2c(c(=O)n(Cc3ccccc3)c(=O)n2C)n1Cc1ccccc1 | 4 | 98 | 0 | -2.9 | 2 | -1.4 | 21 | -3 | 0.1 | 3 |
| 39 | Fc1ccc(C2NC(=S)NC3=C2N2CCC3CC2)cc1 (stereo unspecified) | 5 | 102 | -1 | -0.3 | -2 | 2.1 | -1 | 1 | 0.0 | 3 |
| 40 | CC(=O)N1CCC(=NNS(=O)(=O)c2ccc(C)c([N+](=O)[O-])c2)CC1 | -4 | 106 | 1 | 2.4 | 2 | 0.3 | -1 | 2 | -0.2 | -4 |
| 41 | CC1(C(=O)NS(=O)(=O)c2ccccc2Cl)CCN1C(=O)CC1CC1 (stereo unspecified) | 2 | 98 | 1 | 1.1 | -19 | -2.1 | 8 | 2 | 0.0 | 7 |
| 42 | CCOC(=O)c1cnc(-c2ccccc2)nc1Oc1ccc(C)cc1 | 0 | 91 | -2 | -1.0 | 3 | -0.9 | -18 | 1 | -0.2 | 4 |
| 43 | CCOc1ccccc1/C=N/NC(=O)c1c(C)nc2ccc(Br)cn12 | -1 | 97 | 8 | 1.3 | -18 | -2.2 | 2 | 0 | -0.1 | -7 |
| 44 | CC(C)CC(=O)NC(=S)NNC(=O)c1ccc(NC(=O)C2CCCCC2)cc1 | -8 | 97 | -5 | -1.4 | -2 | -1.8 | 11 | -2 | 0.8 | -3 |
| 45 | CCN(C(=O)CSc1nc(C)nc2sc(C)c(C)c12)C1CCS(=O)(=O)C1 (stereo unspecified) | 0 | 96 | 7 | -0.6 | 10 | 0.5 | -12 | 0 | -0.2 | -3 |

Record cards, as listed above. Order of values: ABHD5 PLIN5 PPI	ABCB6 inh MLPCN	HTR2A ag	iPSC survival up	Exocytosis inh	MC4R ag barr	Cardio protect	Glyco luc inh	aDG glyco act	MC4R antag cAMP
Shown for CC(C)CC(=O)NC(=S)NNC(=O)c1ccc(NC(=O)C2CCCCC2)cc1 : -8	97	-5	-1.4	-2	-1.8	11	-2	0.8	-3
Shown for O=C(CSc1nnc(-c2ccccc2)c2ccccc12)NCCN1C(=O)CSC1=O : 1	101	-5	0.5	0	-1.1	4	-4	0.4	-1
Shown for Fc1ccc(C2NC(=S)NC3=C2N2CCC3CC2)cc1 (stereo unspecified) : 5	102	-1	-0.3	-2	2.1	-1	1	0.0	3
Shown for CC1(C(=O)NS(=O)(=O)c2ccccc2Cl)CCN1C(=O)CC1CC1 (stereo unspecified) : 2	98	1	1.1	-19	-2.1	8	2	0.0	7

Source: PubChem (several laboratories)
